BioA inh = M. tuberculosis BioA enzyme inhibitors, primary screen, biochemical, plate reader, single point, HTS; 7,8-diaminopelargonic acid synthase BioA (Mycobacterium tuberculosis); purified M. tuberculosis BioA enzyme; inhibition, % at 9.99 µM; 0.096% of 360,000 active; in the data active = inhibition above about 40%
* marks the source's active call; other numbers are inactive results; & = joins results of further samples. A portion of the library; rates above refer to the full screens.

| Molecule | BioA inh |
| --- | --- |
| CN1C(=O)c2cc(NC(=O)Nc3ccccc3F)ccc2OC[C@H]2O[C@@H](CC(=O)NCc3ccc(-c4ccccc4)cc3)CC[C@H]21 | -1.8 |
| CCc1csc(N2[C@H](CNCCOC)[C@H](c3ccccc3)[C@@H]2CO)n1 | 3.0 |
| CCS(=O)(=O)N1CCCCN2[C@@H](CO)[C@@H](c3ccc(C4=CCCC4)cc3)[C@@H]2C1 | -1.7 |
| COc1cccc(-c2ccc([C@@H]3[C@H](CO)N4CCCCN(CC5CC5)C[C@@H]34)cc2)c1 | -3.0 |
| COc1ccc(S(=O)(=O)N(C)C[C@H]2OCCCC[C@H](C)Oc3ccc(NC(=O)NC(C)C)cc3C(=O)N([C@@H](C)CO)C[C@@H]2C)cc1 | -1.8 |
| C/C=C/c1ccc2c(c1)O[C@@H](CN(C)Cc1ccccc1)[C@@H](C)CN([C@@H](C)CO)S2(=O)=O | 1.4 |
| CCCC#Cc1cnc2c(c1)C(=O)N([C@@H](C)CO)C[C@@H](C)[C@H](CN(C)C(=O)Nc1ccccc1F)O2 | 3.2 |
| C[C@H]1CN([C@@H](C)CO)C(=O)c2cc(NC(=O)Cc3cn(C)c4ccccc34)ccc2O[C@H]1CN(C)Cc1ccc(C(=O)O)cc1 | 5.4 |
| O=C(C[C@@H]1C=C[C@H](NC(=O)c2cnccn2)[C@@H](CO)O1)NCc1ccccc1F | 1.4 |
| O=C(C[C@@H]1CC[C@H](NC(=O)C2CC2)[C@@H](CO)O1)NC1CCC1 | 1.0 |
| COc1cccc(NC(=O)N(C)C[C@@H]2Oc3ncc(C#Cc4ccc(F)cc4)cc3C(=O)N([C@@H](C)CO)C[C@H]2C)c1 | 0.8 |
| CCCNC(=O)N1[C@@H](C#N)[C@@H](c2ccc(-c3cccc(OC)c3)cc2)[C@@H]1CO | 0.0 |
| C[C@@H]1CCCCO[C@H](CN(C)S(=O)(=O)c2ccc(Cl)cc2)[C@@H](C)CN([C@H](C)CO)C(=O)c2cc(NC(=O)Nc3cccc4ccccc34)ccc2O1 | -0.7 |
| CO[C@@H]1CN(C)C(=O)c2cc(NC(=O)c3ccccc3F)ccc2OC[C@H](C)N(C)C[C@@H]1C | 0.8 |
| CN(C)C(=O)C[C@H]1CC[C@@H]2[C@H](COC[C@H](O)CN2CC2CCOCC2)O1 | -1.4 |
| C/C=C/c1cnc2c(c1)C(=O)N([C@@H](C)CO)C[C@H](C)[C@H](CN(C)C(=O)Cc1ccccn1)O2 | -0.7 |
| C[C@H](CO)N1C[C@H](C)[C@H](CN(C)Cc2ccc3c(c2)OCO3)Oc2c(NC(=O)NC3CCCCC3)cccc2C1=O | -0.1 |
| CCCC#Cc1cnc2c(c1)C(=O)N([C@H](C)CO)C[C@H](C)[C@H](CN(C)C(=O)Nc1ccc(OC)cc1)O2 | -0.8 |
| Cc1noc(C)c1NC(=O)Nc1cccc2c1O[C@@H](CN(C)S(=O)(=O)c1ccc(F)cc1)[C@H](C)CN([C@@H](C)CO)C2=O | 0.1 |
| Cc1ccc(S(=O)(=O)N(C)C[C@H]2Oc3ccc(NC(=O)CCCN(C)C)cc3CC(=O)N([C@H](C)CO)C[C@@H]2C)cc1 | 0.9 |
| C[C@H](CO)N1C[C@H](C)[C@H](CN(C)Cc2ccc(C(F)(F)F)cc2)Oc2ccc(NS(C)(=O)=O)cc2CC1=O | 0.3 |
| C[C@H]1CN([C@@H](C)CO)C(=O)c2cccc(NS(=O)(=O)c3ccc(Cl)cc3)c2O[C@@H]1CN(C)Cc1ccccc1 | 1.5 |
| C[C@@H]1CN([C@H](C)CO)C(=O)c2cccc(NS(=O)(=O)c3ccc(Cl)cc3)c2O[C@H]1CN(C)Cc1ccc(Oc2ccccc2)cc1 | 2.2 |
| CCN1[C@@H]2c3ccc(-c4ccncc4)c(=O)n3C[C@@H]2[C@@H](CO)[C@@H]1C(=O)NCCc1cn(C)cn1 | -1.8 |
| C[C@H](CO)N1C[C@H](C)[C@@H](CN(C)C(=O)CN2CCOCC2)Oc2cc(C#Cc3cccc(F)c3)ccc2S1(=O)=O | -1.9 |
| CCNC(=O)[C@@H]1[C@@H](CO)[C@@H]2Cn3c(ccc(-c4cncnc4)c3=O)[C@@H]2N1Cc1ccc2c(c1)OCO2 | 0.5 |
| CCCNC(=O)C[C@H]1CC[C@H]2[C@@H](COc3ccc(NC(=O)c4ccc5c(c4)OCO5)cc3C(=O)N2C)O1 | -0.1 |
| C[C@@H]1CCCCO[C@@H](CN(C)Cc2ccc(C(F)(F)F)cc2)[C@H](C)CN([C@@H](C)CO)C(=O)c2cc(NS(=O)(=O)c3ccccc3)ccc2O1 | 0.8 |
| COC(=O)C[C@H]1C[C@@H]2c3cc(NC(=O)C4CCC4)ccc3O[C@@H]2[C@@H](CO)O1 | -0.7 |
| C[C@@H]1CN([C@@H](C)CO)C(=O)c2cccc(NC(=O)C3CCOCC3)c2O[C@H]1CN(C)Cc1ccc(C(=O)Nc2ccccc2N)cc1 | -0.3 |
| CN(C)CC(=O)N1[C@H](C(=O)NC2CCC2)[C@@H](CO)[C@@H]2Cn3c(ccc(-c4ccccc4)c3=O)[C@@H]21 | -0.5 |
| COc1ccc(NC(=O)Nc2ccc3c(c2)C(=O)N([C@H](C)CO)C[C@H](C)[C@@H](CN(C)S(=O)(=O)c2c(C)noc2C)OCCCC[C@H](C)O3)cc1 | 4.4 |
| CN(C)CC(=O)Nc1ccc2c(c1)[C@H]1C[C@@H](CC(=O)NCc3ccncc3)O[C@@H](CO)[C@H]1O2 | -1.7 |
| C[C@@H]1CCCCO[C@H](CN(C)C(=O)c2ccccc2)[C@@H](C)CN([C@H](C)CO)C(=O)c2cc(N(C)C)ccc2O1 | 0.6 |
| COc1ccccc1-c1cnc2c(c1)C(=O)N([C@@H](C)CO)C[C@H](C)[C@H](CN(C)Cc1ccncc1)O2 | -3.1 |
| Cc1ccc(S(=O)(=O)Nc2cccc3c2O[C@@H](CN(C)Cc2ccccc2)[C@H](C)CN([C@@H](C)CO)C3=O)cc1 | 0.9 |
| C[C@@H]1CCCCO[C@@H](CN(C)C(=O)Nc2ccc(F)cc2)[C@@H](C)CN([C@H](C)CO)C(=O)c2cc(NC(=O)c3ccccc3)ccc2O1 | -2.0 |
| CO[C@@H]1CN(C)C(=O)c2cc(NS(C)(=O)=O)ccc2OC[C@@H](C)N(C(=O)C2CCOCC2)C[C@H]1C | -0.7 |
| O=S(=O)(Cc1ccccc1)NCC[C@H]1CC[C@H](NS(=O)(=O)c2ccccc2)[C@@H](CO)O1 | 4.5 |
| C[C@@H]1CN([C@H](C)CO)C(=O)Cc2cc(NC(=O)Nc3ccccc3)ccc2O[C@H]1CN(C)Cc1ccncc1 | 0.1 |

The final four compounds of the part above come first, to join the parts:
| Molecule | BioA inh |
| --- | --- |
| C[C@@H]1CCCCO[C@@H](CN(C)C(=O)Nc2ccc(F)cc2)[C@@H](C)CN([C@H](C)CO)C(=O)c2cc(NC(=O)c3ccccc3)ccc2O1 | -2.0 |
| CO[C@@H]1CN(C)C(=O)c2cc(NS(C)(=O)=O)ccc2OC[C@@H](C)N(C(=O)C2CCOCC2)C[C@H]1C | -0.7 |
| O=S(=O)(Cc1ccccc1)NCC[C@H]1CC[C@H](NS(=O)(=O)c2ccccc2)[C@@H](CO)O1 | 4.5 |
| C[C@@H]1CN([C@H](C)CO)C(=O)Cc2cc(NC(=O)Nc3ccccc3)ccc2O[C@H]1CN(C)Cc1ccncc1 | 0.1 |
| O=C(C[C@@H]1CC[C@@H](NC(=O)CN2CCOCC2)[C@@H](CO)O1)NCCc1ccncc1 | -3.0 |
| COC(=O)C[C@@H]1C=C[C@@H](NC(=O)Nc2ccc(C(F)(F)F)cc2)[C@H](CO)O1 | -0.1 |
| Cc1ccc(-c2cnc3c(c2)C(=O)N([C@H](C)CO)C[C@@H](C)[C@H](CN(C)CC2CCCC2)O3)cc1 | -0.1 |
| C[C@@H]1CN([C@@H](C)CO)C(=O)c2cc(N(C)C)ccc2O[C@@H](C)CCCCO[C@H]1CN(C)S(C)(=O)=O | -0.7 |
| C[C@H](CO)N1C[C@H](C)[C@H](CN(C)Cc2cccc(C(=O)O)c2)Oc2ncc(C#C[C@@H](C)O)cc2C1=O | -0.5 |
| C[C@@H]1CN([C@@H](C)CO)C(=O)c2cc(NS(=O)(=O)c3cn(C)cn3)ccc2O[C@@H](C)CCCCO[C@H]1CN(C)C(=O)C1CCCCC1 | -0.9 |
| CO[C@@H]1CN(C)C(=O)c2cc(NC(=O)C3CCCC3)ccc2OC[C@H](C)N(C(=O)CC2CC2)C[C@H]1C | -1.6 |
| COc1cccc(S(=O)(=O)N(C)C[C@@H]2Oc3ncc(C#CCN(C)C)cc3C(=O)N([C@H](C)CO)C[C@@H]2C)c1 | -2.2&-2.4 |
| COc1cccc(-c2cnc3c(c2)C(=O)N([C@H](C)CO)C[C@@H](C)[C@@H](CN(C)Cc2ccncc2)O3)c1 | -2.3 |
| O=C(CN1CCOCC1)NCC[C@@H]1CC[C@H](NC(=O)Nc2ccc(F)cc2)[C@@H](CO)O1 | 2.7 |
| COCC(=O)Nc1ccc2c(c1)[C@H]1C[C@H](CC(=O)N3CCCCC3)O[C@H](CO)[C@H]1O2 | -1.8 |
| CN(C)C(=O)C[C@H]1C[C@@H]2c3cc(NS(=O)(=O)c4ccccc4)ccc3O[C@@H]2[C@H](CO)O1 | -0.3 |
| O=C(C[C@@H]1CC[C@H](NC(=O)C2CC2)[C@H](CO)O1)NC1CCC1 | 3.5 |
| CO[C@H]1CN(C)C(=O)c2ccc(NC(=O)Nc3ccccc3Cl)cc2OC[C@H](C)NC[C@H]1C | 6.9 |
| CC(C)NC(=O)N(C)C[C@@H]1Oc2cc(C#CC(C)(C)O)ccc2S(=O)(=O)N([C@@H](C)CO)C[C@H]1C | -3.1 |
| C[C@H](CO)N1C[C@H](C)[C@@H](CN(C)C(=O)Nc2ccccc2)Oc2ccc(NC(=O)Cc3cn(C)c4ccccc34)cc2CC1=O | 0.1 |

3 entries out of the list, ordered by heavy-atom count, highest first:
| Molecule | BioA inh |
| --- | --- |
| CO[C@H]1CN(C)C(=O)c2ccc(NC(=O)Nc3ccccc3Cl)cc2OC[C@H](C)NC[C@H]1C | 6.9 |
| CN(C)C(=O)C[C@H]1C[C@@H]2c3cc(NS(=O)(=O)c4ccccc4)ccc3O[C@@H]2[C@H](CO)O1 | -0.3 |
| O=C(C[C@@H]1CC[C@H](NC(=O)C2CC2)[C@H](CO)O1)NC1CCC1 | 3.5 |

The listing continues.
| Molecule | BioA inh |
| --- | --- |
| O=C(c1ccncc1)N1C[C@H]2[C@@H](c3ccccc31)[C@H](CO)N2C(=O)CN1CCOCC1 | 16 |
| CCCC(=O)Nc1ccc2c(c1)C(=O)N(C)[C@@H]1CC[C@@H](CC(=O)NCc3ccccc3F)O[C@H]1CO2 | 0.5 |
| C[C@H](CO)N1C[C@H](C)[C@H](CN(C)C(=O)c2cccnc2)Oc2ncc(C3=CCCC3)cc2C1=O | -3.0 |
| COCC(=O)N(C)C[C@@H]1Oc2cc(C#Cc3cccnc3)ccc2S(=O)(=O)N([C@@H](C)CO)C[C@@H]1C | 2.3 |
| O=C(C[C@H]1C[C@@H]2c3cc(NS(=O)(=O)c4ccc(F)cc4)ccc3O[C@@H]2[C@@H](CO)O1)NC1CCCC1 | 0.0 |
| CO[C@@H]1CN(C)C(=O)c2ccc(NC(=O)c3cccc(F)c3)cc2OC[C@H](C)N(C(C)=O)C[C@H]1C | 1.0 |
| C[C@H]1CN([C@@H](C)CO)C(=O)c2cccc(NS(=O)(=O)c3ccccc3)c2O[C@@H]1CN(C)Cc1ccncc1 | 0.4 |
| CC(=O)N(C)C[C@H]1Oc2ncc(C#C[C@@H](C)O)cc2C(=O)N([C@H](C)CO)C[C@@H]1C | -0.7 |
| C[C@@H]1CCCCO[C@H](CN(C)C)[C@@H](C)CN([C@H](C)CO)C(=O)c2cc(NC(=O)Nc3ccc(C(F)(F)F)cc3)ccc2O1 | 0.9 |
| C[C@H]1CN([C@@H](C)CO)C(=O)c2cc(NC(=O)Cc3cn(C)c4ccccc34)ccc2O[C@H]1CN(C)CC1CCCCC1 | -0.6 |
| Cc1noc(C)c1NC(=O)Nc1ccc2c(c1)C(=O)N([C@H](C)CO)C[C@@H](C)[C@@H](CN(C)C(=O)NC(C)C)OCCCC[C@@H](C)O2 | -2.0 |
| COCC(=O)Nc1ccc2c(c1)OC[C@H](C)N(C(=O)C1CCCC1)C[C@H](C)[C@H](OC)CN(C)C2=O | -0.5 |
| CC(=O)N1CC[C@@H]2[C@@H](CO)Nc3ccc(C#Cc4ccccc4F)cc3[C@@H]21 | -2.3 |
| CC(=O)N(C)C[C@@H]1Oc2ncc(C3=CCCC3)cc2C(=O)N([C@H](C)CO)C[C@H]1C | -1.2 |
| CC(=O)N(C)C[C@H]1Oc2ncc(C#Cc3ccccn3)cc2C(=O)N([C@H](C)CO)C[C@@H]1C | -3.8 |
| CCCC(O)C#Cc1cnc2c(c1)C(=O)N([C@H](C)CO)C[C@H](C)[C@H](CN(C)S(=O)(=O)c1ccc(C#N)cc1)O2 (stereo partly drawn) | 0.5 |
| CC(=O)N(C)C[C@H]1Oc2cc(C#Cc3cccc(F)c3)ccc2S(=O)(=O)N([C@@H](C)CO)C[C@@H]1C | 5.2 |
| CO[C@@H]1CN(C)C(=O)c2cc(NS(C)(=O)=O)ccc2OC[C@@H](C)N(CCC(F)(F)F)C[C@H]1C | 0.2 |
| C[C@H](NC(=O)[C@@H]1[C@@H](CO)[C@@H]2Cn3c(ccc(-c4ccccc4)c3=O)[C@@H]2N1C)c1ccccc1 | 0.6 |
| CO[C@@H]1CN(C)C(=O)c2ccc(NC(=O)C3CC3)cc2OC[C@H](C)N(Cc2cccc(F)c2)C[C@@H]1C | 1.5 |
| Cc1ccc(S(=O)(=O)N(C)C[C@H]2Oc3c(NC(=O)C4CC4)cccc3C(=O)N([C@@H](C)CO)C[C@@H]2C)cc1 | -0.6 |
| C[C@@H]1CN([C@@H](C)CO)C(=O)c2ccccc2-c2ccccc2CO[C@H]1CN(C)S(=O)(=O)c1ccc(C#N)cc1 | 1.8 |
| C[C@@H]1CN([C@@H](C)CO)C(=O)c2cc(NS(=O)(=O)c3cccs3)ccc2O[C@@H]1CN(C)CC1CC1 | 0.7 |
| COc1ccc(NC(=O)N2CCCCN3[C@H](C2)[C@@H](c2ccc(-c4ccccc4F)cc2)[C@@H]3CO)cc1 | 2.9 |
